Assay outcomes as filed in PubChem.
CHO parental Ca: counter-screen: ATP calcium response change in parental CHO cells; parental CHO-K1, ATP-induced calcium, Fluo-8 fluorescence; inhibition, % at 5.6 µM; hit rate 0.63% among 330,000;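 active means inhibition above that plate's mean sample inhibition plus 3 SD, cut at about 26% in these data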;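 further: 0% = ATP-challenged DMSO wells and 100% = DMSO wells without ATP; some compounds past the cut are filed as inactive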
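Test system: untransfected parental CHO cell line. Compound: one dose, 5.6 µM nominal. Detection: intracellular calcium via Fluo-8 no-wash fluorescent dye. Measure: % inhibition. Benchmarks: ATP-challenged DMSO wells low, unchallenged DMSO wells high.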
CHO-K1 Ca ag: M1 agonist counterscreen hit in parental CHO-K1 cells; activation, % at 3 µM; AID 602248; Fluo-8 calcium fluorescence; scaled to maximal ATP response, vehicle zero; hit rate 0.48% among 360,000; in the data active means activation above about 15%;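 further: untransfected CHO-K1 host cells lacking M1 receptor as counterscreen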
TAAR1 antag: human TAAR1 antagonism; Q96RJ0; CHO RD-HGA16 TAAR1, Fluo-8 calcium fluorescence, antagonist; inhibition, % at 3 µM; hit rate 1.5% among 360,000;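 active means inhibition above a per-plate cutoff, the mean inhibition of test compounds on that plate plus 3 SD, cut at about 49% in these data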;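 further: 0% = DMSO plus EC80 beta-PEA response and 100% = DMSO alone without agonist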
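test system = CHO RD-HGA16 cells bearing hTAAR1 | replication = singlicate | controls = DMSO-only wells and EC80 β-PEA-stimulated wells | reagent = EC80 β-phenethylamine stimulus | read-out basis = percent inhibition of PEA-evoked calcium signal, max/basal emission ratio | schedule = seeding 17-24 h prior, 75-min 37 °C, 30-min RT dye loading | signal = kinetic Fluo-8 calcium fluorescence measurement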
M1 ag: agonists of human M1 muscarinic receptor; CHO-K1 hM1, Fluo-8 calcium fluorescence, agonist mode; 0% DMSO, 100% acetylcholine EC100; activation, % at 3 µM; hit rate 0.33% among 360,000;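 active means activation above the run's mean compound activation plus 3 SD, cut at about 16% in these data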;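 further: peak over basal fluorescence ratio within a 140 s kinetic read after compound addition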
Target sequence (P11229 whole entry, looked up): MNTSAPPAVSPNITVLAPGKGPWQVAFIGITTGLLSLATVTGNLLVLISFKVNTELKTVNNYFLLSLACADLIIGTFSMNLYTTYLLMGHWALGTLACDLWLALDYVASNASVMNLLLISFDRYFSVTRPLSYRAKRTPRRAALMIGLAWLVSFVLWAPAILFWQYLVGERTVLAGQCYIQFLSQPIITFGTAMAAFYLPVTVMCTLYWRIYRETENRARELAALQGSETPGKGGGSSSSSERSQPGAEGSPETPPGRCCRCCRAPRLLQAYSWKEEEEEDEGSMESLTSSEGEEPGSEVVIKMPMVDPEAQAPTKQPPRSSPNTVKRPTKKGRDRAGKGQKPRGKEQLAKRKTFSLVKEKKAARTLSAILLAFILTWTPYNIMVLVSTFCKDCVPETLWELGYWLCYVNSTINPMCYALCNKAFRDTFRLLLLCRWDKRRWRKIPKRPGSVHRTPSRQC
V1aR counter: activates human V1a receptor in oxytocin agonist counter-screen; P37288; CHO-V1R cells, Fluo-8 calcium fluorescence, agonist mode; 0% DMSO, 100% 3 nM vasopressin; activation, % at 3 µM; hit rate 0.25% among 320,000; AID 2797;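 active means activation above the mean activation of all tested compounds plus 3 SD, per screening run, cut at about 20% in these data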;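 further: signal is peak over basal fluorescence ratio across a 100 second FLIPR read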
Target sequence (P37288 whole entry, looked up): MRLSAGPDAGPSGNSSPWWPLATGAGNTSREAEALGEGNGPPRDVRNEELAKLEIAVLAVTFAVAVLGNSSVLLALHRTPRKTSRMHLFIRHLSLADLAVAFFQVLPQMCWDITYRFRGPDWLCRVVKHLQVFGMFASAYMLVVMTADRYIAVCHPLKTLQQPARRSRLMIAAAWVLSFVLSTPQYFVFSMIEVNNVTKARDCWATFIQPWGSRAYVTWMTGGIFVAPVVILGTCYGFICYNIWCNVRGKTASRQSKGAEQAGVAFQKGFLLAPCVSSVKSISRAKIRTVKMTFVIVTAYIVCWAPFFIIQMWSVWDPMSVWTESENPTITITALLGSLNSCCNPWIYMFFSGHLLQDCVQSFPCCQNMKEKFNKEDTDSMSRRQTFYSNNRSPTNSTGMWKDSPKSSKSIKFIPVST
M1 PAM parental: nonselective activator or artifact in parental CHO-K1 calcium assay; ATP EC20, Fluo-8 calcium fluorescence; 0% at ATP EC20, 100% at ATP max; activation, % at 3 µM; hit rate 0.02% among 360,000; AID 602247;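 active means activation above the run cutoff, the mean activation of all test compounds plus 3 SD, cut at about 40% in these data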;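 further: peak over basal fluorescence ratio in a 140 s read after ATP addition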
TAAR1 ag: agonists of human TAAR1; Q96RJ0; CHO RD-HGA16 TAAR1, Fluo-8 calcium fluorescence; vehicle wells 0%, saturating PEA agonist 100%; activation, % at 3 µM; hit rate 0.99% among 360,000; AID 624467;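 active means activation above the mean activation of all test compounds in the run plus 3 SD, cut at about 38% in these data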
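System: CHO RD-HGA16 cells carrying human TAAR1 plus Gα16; Incubation: 17-24 h seeding, 75 min 37 °C dye, 30 min RT; Measured by: Fluo-8 fluorescence, 5 s baseline then 140 s kinetic read; Control set: DMSO and PEA EC100; Replication: single well for each compound.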
OXTR potentiate: human OXTR potentiation. hit rate 0.061% among 320,000. CHO-OTR cells, Fluo-8 calcium fluorescence, potentiator mode; 0% = oxytocin EC15, 100% = EC100. activation, % at 3 µM. AID 2445. P30559;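 active means activation above that plate's cutoff, the mean activation of tested compounds plus 3 SD, cut at about 6.6% in these data, passing the limit was not always enough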;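 further: 100% uses oxytocin at 75 nM as the full agonist control; some results filed as inactive read as strong as hits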
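System: human OTR in CHO cells; Also added: sub-maximal oxytocin, roughly EC15; Timing: compound 6 min at room temperature before oxytocin, 100 s read; Technique: Fluo-8 intracellular calcium fluorescence, ex 470-495, em 515-575 nm; Controls: oxytocin EC15 low and EC100 high; Replication: singlicate.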
CHO-K1 Ca antag: counter-screen for M1 antagonists: effect in parental CHO-K1 cells; ATP-induced calcium, Fluo-8 fluorescence; inhibition, % at 3 µM; hit rate 0.6% among 360,000; AID 602250;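 active means inhibition above a per-plate cutoff, the plate's mean sample inhibition plus 3 SD, cut at about 24% in these data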;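 further: 0% = DMSO plus EC80 ATP and 100% = DMSO alone without ATP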
The depositor's hits bear a star; . = not tested or not shown.

1: CC(=O)Nc1ccccc1OCC(=O)NC(C)c1ccc(F)cc1 (centres undefined)
2: CN1C(=O)C(CC(=O)Nc2ccccc2)S/C1=N/c1nccs1 (centres undefined)
3: CC(C)Oc1ccc(OCCNC2CCCC2)cc1
4: CCC(=O)N1CCc2cc(S(=O)(=O)CCC(=O)N(C)c3ccc(OC)cc3OC)ccc21
5: CSCCC(C(=O)Nc1c(C)cccc1C)N1CCC(Cc2ccccc2)CC1 (centres undefined)
6: O=C(CNC(=O)c1ccco1)OCC(=O)c1ccccc1
7: CS(=O)(=O)c1ccc(Nc2nc(C(N)COCc3ccccc3)cs2)cc1 (centres undefined)
8: O=C(O)C(C(O)c1ccccc1)[n+]1ccccc1 (centres undefined)
entry no.,1,2,3,4,5,6,7,8
M1 ag,-2,-6,-7,-3,-3,-3,-7,-1
CHO parental Ca,-15,-5,0,-19,.,-3,.,-1
M1 PAM parental,14,15,16,-7,21,-8,-5,2
TAAR1 antag,0,7,-1,-3,19,-7,-14,-7
CHO-K1 Ca ag,0.9,4.9,0.5,0.6,0.7,0.0,0.3,-0.2
TAAR1 ag,4,5,1,0,-1,10,5,1
V1aR counter,2.0,2.5,0.6,1.9,.,0.1,.,-0.7
CHO-K1 Ca antag,-1,-2,-2,-7,-21,18,-6,13
OXTR potentiate,-5,-18,3,-2,.,-2,.,0

9: O=C(NCc1ccccc1)c1cccc(S(=O)(=O)N2CCCCC2)c1
10: CCN(CC(=O)NCc1cccs1)C(=O)c1ccc(S(=O)(=O)Nc2ccccc2)cc1
11: CC(=O)/C=C/c1ccc(C)o1
12: CCc1ccc(NC(=O)N(CCOC)C2CCN(C(C)=O)CC2)cc1
13: CCCSc1ccc([C@@H]2[C@H]3C(=O)N(C)C(=O)[C@H]3[C@]3(C(=O)OC)CCCN23)cc1OC
14: CC(C)(C)OC(=O)[C@H](Cc1ccccc1)NC(=O)c1nc[nH]c1C(=O)N[C@@H](Cc1ccccc1)C(=O)OC(C)(C)C
15: CCCN1CCC(=O)N([C@H](CO)c2ccccc2)CC1
16: CC(O)(c1ccccc1)c1nc(-c2ccc3c(c2)OCO3)cs1 (centres undefined)
entry no.,9,10,11,12,13,14,15,16
M1 ag,-2,-3,2,-6,-6,-2,-15,-4
CHO parental Ca,-16,-15,5,-24,-37,-21,2,.
M1 PAM parental,2,-13,13,22,-11,-4,-5,7
TAAR1 antag,-16,-13,-6,-4,5,44,-9,-2
CHO-K1 Ca ag,1.3,0.3,1.2,0.0,-0.1,-0.3,0.3,-0.1
TAAR1 ag,8,2,1,0,14,0,2,1
V1aR counter,2.3,0.2,0.3,0.3,1.1,0.6,0.1,.
CHO-K1 Ca antag,-5,6,-10,-5,0,-2,-15,-11
OXTR potentiate,-7,-3,-11,1,-1,-9,-3,.

17: CC1CCCCC1NC(=O)COc1cccnc1[N+](=O)[O-] (centres undefined)
18: CC(C(=O)N1CCN(C(=O)c2ccco2)CC1)n1sc2ccccc2c1=O (centres undefined)
19: O=C(NCc1ccco1)c1cc(-c2cccs2)on1
20: CN(CCOc1ccccc1)C(=O)CNC(=O)c1ccc(C(C)(C)C)cc1
21: CCN1CCN(CC(=O)Nc2sc3c(c2C#N)CCC3)CC1
22: CCCCn1c(N)c(N(CCC(C)C)C(=O)COC(=O)c2ccc(CC)cc2)c(=O)[nH]c1=O
23: O=C(O)c1c2c(nc3ccccc13)/C(=C/c1c(F)cccc1F)CCC2
24: COc1ccc(/C=C/C(=O)c2ccc3c(c2)OCO3)c(OC)c1
entry no.,17,18,19,20,21,22,23,24
M1 ag,-4,0,-5,-4,-9,13,-4,-8
CHO parental Ca,-12,-20,-9,-11,-12,.,1,-13
M1 PAM parental,16,-14,19,6,-1,-15,-5,-3
TAAR1 antag,5,-2,-5,-7,-4,-4,-10,27
CHO-K1 Ca ag,0.1,-0.5,1.2,1.1,0.1,-0.4,0.7,0.1
TAAR1 ag,2,0,7,8,3,2,-1,5
V1aR counter,1.5,0.4,-0.1,1.0,-0.3,.,0.3,1.4
CHO-K1 Ca antag,1,10,-13,-4,6,0,-10,4
OXTR potentiate,-2,-2,-6,-3,-1,.,-9,-6

25: O=C(c1cccc(S(=O)(=O)N2CCOCC2)c1)N1CCOCC1
26: O=C(CCCCCNC(=O)N1CCn2c1nc1ccccc12)NCCc1ccccc1
27: COc1cc(N=C2C(=O)N3c4c(cccc42)C(C)=CC3(C)C)cc(OC)c1
28: FC(F)(F)c1cccc(NC(=S)NCc2ccccc2)c1
29: O=C(COc1ccc(F)cc1)Nc1ccc(S(=O)(=O)Nc2ncccn2)cc1
30: CC(=O)c1cccc(-c2cnc3c(NC=O)cc(-c4ccccc4F)cn23)c1
31: COc1ccc(OCC(=O)N/N=C(\C)CC(=O)Nc2ccc(NC(C)=O)cc2)cc1
32: O=C(NCC1CCCO1)C1CCN(C2CCN(Cc3cccs3)CC2)CC1 (centres undefined)
entry no.,25,26,27,28,29,30,31,32
M1 ag,-4,-4,2,0,1,-6,0,-6
CHO parental Ca,-16,-32,-15,8,-4,.,-3,-3
M1 PAM parental,17,1,15,9,-5,12,6,8
TAAR1 antag,-15,-28,-24,38,-18,29,-1,-27
CHO-K1 Ca ag,1.1,1.4,0.2,7.7,0.5,1.7,1.3,1.2
TAAR1 ag,5,18,-1,3,2,0,0,1
V1aR counter,0.1,4.3,-1.1,6.0,0.3,.,-0.3,0.0
CHO-K1 Ca antag,-10,-19,-9,15,3,5,-1,1
OXTR potentiate,5,-7,-4,-31,-6,.,-14,0

33: Cc1noc(C)c1NC(=O)N(C)C[C@H]1Oc2ccc(NC(=O)NC(C)C)cc2C(=O)N([C@H](C)CO)C[C@H]1C
34: C/C(=C\C(=O)c1sccc1Cl)N(C)C
35: O=C(c1ccc(=O)[nH]c1)N(Cc1cccs1)C1(C(=O)NC2CCCC2)CCCCC1
36: C/C(=N\N(c1ccccc1)c1ccccc1)c1ccc(N)cc1
37: NC(=O)c1ccsc1NC(=O)Cc1ccc([N+](=O)[O-])cc1
38: C[C@@H](C(O)c1ccccc1)N(C)C(=O)CCc1ccccc1 (some centres undefined)
39: CCOc1cc(CN2CCN(CCOCCO)CC2)ccc1OC
40: CC(C)n1c(=S)[nH]c2scc(-c3cccs3)c2c1=O
entry no.,33,34,35,36,37,38,39,40
M1 ag,13,-4,-7,-6,-3,0,-7,-2
CHO parental Ca,-1,-8,-7,-7,-1,-13,4,-3
M1 PAM parental,-11,-13,25,0,15,10,4,-10
TAAR1 antag,-3,-10,-6,-20,17,-8,1,-10
CHO-K1 Ca ag,0.2,1.5,0.3,0.0,3.3,0.5,0.3,1.3
TAAR1 ag,10,2,0,11,1,7,2,-3
V1aR counter,1.3,-0.9,0.1,-0.9,1.4,0.6,0.3,-1.0
CHO-K1 Ca antag,-6,3,-5,0,-14,-8,-15,0
OXTR potentiate,-7,-17,0,3,0,-6,-1,3

41: COc1ccc([C@@H]2CC=C(C(=O)O)[C@H](c3ccc(Br)cc3)N2S(=O)(=O)c2ccc(C)cc2)cc1OC
42: Cc1cc(F)ccc1S(=O)(=O)Nc1ccc(C(=O)N2CCCCC2)cc1
43: C=CCn1c(SCC(=O)NNC(=O)Nc2ccc(C)cc2)nnc1-c1ccccc1
44: Cc1ccc2oc(-c3ccco3)cc(=O)c2c1
45: Nc1ccc(C(CC(=O)O)n2cccc2)cc1 (centres undefined)
46: CC(=O)c1cccc(NC(=O)COC(=O)COc2ccc(Cl)cc2)c1
47: O=C1c2ccccc2-c2nc3ncnn3c(-c3ccccc3Cl)c21
48: COc1ccc(/C=N\NC(=O)c2ccccc2[N+](=O)[O-])cc1COc1c(F)c(F)c(F)c(F)c1F
entry no.,41,42,43,44,45,46,47,48
M1 ag,-3,-6,-4,-5,-6,-2,-6,-2
CHO parental Ca,-12,-19,-12,-7,-11,-8,-9,-14
M1 PAM parental,5,18,13,8,16,4,6,-25
TAAR1 antag,-8,-1,-8,-20,-8,5,-9,-7
CHO-K1 Ca ag,0.5,1.3,0.7,0.2,0.1,1.7,-0.1,-0.5
TAAR1 ag,1,5,-1,-3,0,5,3,-2
V1aR counter,1.1,3.1,0.6,-1.4,1.0,4.0,-1.1,-0.6
CHO-K1 Ca antag,-2,-14,-6,-12,-8,-6,4,6
OXTR potentiate,0,4,-1,8,2,-13,-1,-5

Ordered by molecular weight (smallest number first): some entries from above
19: O=C(NCc1ccco1)c1cc(-c2cccs2)on1
38: C[C@@H](C(O)c1ccccc1)N(C)C(=O)CCc1ccccc1 (some centres undefined)
36: C/C(=N\N(c1ccccc1)c1ccccc1)c1ccc(N)cc1
28: FC(F)(F)c1cccc(NC(=S)NCc2ccccc2)c1
12: CCc1ccc(NC(=O)N(CCOC)C2CCN(C(C)=O)CC2)cc1
27: COc1cc(N=C2C(=O)N3c4c(cccc42)C(C)=CC3(C)C)cc(OC)c1
20: CN(CCOc1ccccc1)C(=O)CNC(=O)c1ccc(C(C)(C)C)cc1
7: CS(=O)(=O)c1ccc(Nc2nc(C(N)COCc3ccccc3)cs2)cc1 (centres undefined)
entry no.,19,38,36,28,12,27,20,7
M1 ag,-5,0,-6,0,-6,2,-4,-7
CHO parental Ca,-9,-13,-7,8,-24,-15,-11,.
M1 PAM parental,19,10,0,9,22,15,6,-5
TAAR1 antag,-5,-8,-20,38,-4,-24,-7,-14
CHO-K1 Ca ag,1.2,0.5,0.0,7.7,0.0,0.2,1.1,0.3
TAAR1 ag,7,7,11,3,0,-1,8,5
V1aR counter,-0.1,0.6,-0.9,6.0,0.3,-1.1,1.0,.
CHO-K1 Ca antag,-13,-8,0,15,-5,-9,-4,-6
OXTR potentiate,-6,-6,3,-31,1,-4,-3,.

Going on with the list:
49: Cn1c(O)c(N=NC(=O)C2COc3ccccc3O2)c2ccccc21 (centres undefined)
50: OC1(c2cccc(C(F)(F)F)c2)CCN(c2ccc(-c3ccccc3)nn2)CC1
51: CCCCN(C(=O)c1cc2c(s1)CCC2)c1c(N)n(CCC)c(=O)[nH]c1=O
52: O=C(Cc1cccs1)Nc1ccc(NC(=O)c2ccco2)cc1
entry no.,49,50,51,52
M1 ag,-2,-1,3,-1
CHO parental Ca,-15,-5,.,1
M1 PAM parental,-1,21,8,-6
TAAR1 antag,-13,75*,-17,8
CHO-K1 Ca ag,4.1,2.6,3.0,0.7
TAAR1 ag,1,10,1,15
V1aR counter,-1.5,2.1,.,0.8
CHO-K1 Ca antag,-11,-31,-4,2
OXTR potentiate,-3,0,.,1

Compounds were not picked by outcome; 3.3% or so of the library scored in one or more.
